VHR inh abs: DUSP3 (human) phosphatase inhibition; P51452; recombinant VHR phosphatase, pNPP absorbance; inhibition, % at 13.3 µM; 290,000 tested, 0.52% active; AID 1654; in the data active means inhibition above about 50%; further: some compounds called inactive have numbers as strong as hits
Target sequence (P51452 whole entry, looked up): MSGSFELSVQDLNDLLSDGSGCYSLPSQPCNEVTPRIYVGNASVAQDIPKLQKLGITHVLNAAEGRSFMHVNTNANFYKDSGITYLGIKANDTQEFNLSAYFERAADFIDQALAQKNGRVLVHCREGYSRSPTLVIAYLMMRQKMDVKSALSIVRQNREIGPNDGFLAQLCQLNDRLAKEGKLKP
Vc quorum ag: quorum light induction in luxS cqsA deficient V. cholerae; V. cholerae BH1578 lux reporter, luminescence, 6 h; 350,000 tested, 0.16% active; AID 588436; activation, % at 18.7 µM; in the data active means activation mostly above about 9.7%, no sharp cut-off; inconclusive means no clear call, values can overlap the other calls; inactive means mostly below about 3.7%; further: not every result past the cut was called active; inactives centre near 0; reference of the scale not given here
Rv3671c inh: inhibitors of M. tuberculosis serine protease Rv3671c. inhibition, % at 5.96 µM. 320,000 tested, 0.048% active. AID 2606; in the data active means inhibition above about 38%;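 further: extracellular domain of Rv3671c used as enzyme; 0% = enzyme with DMSO and 100% = no enzyme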
Target sequence (P9WHR9 whole entry, looked up, the tested form may be a part): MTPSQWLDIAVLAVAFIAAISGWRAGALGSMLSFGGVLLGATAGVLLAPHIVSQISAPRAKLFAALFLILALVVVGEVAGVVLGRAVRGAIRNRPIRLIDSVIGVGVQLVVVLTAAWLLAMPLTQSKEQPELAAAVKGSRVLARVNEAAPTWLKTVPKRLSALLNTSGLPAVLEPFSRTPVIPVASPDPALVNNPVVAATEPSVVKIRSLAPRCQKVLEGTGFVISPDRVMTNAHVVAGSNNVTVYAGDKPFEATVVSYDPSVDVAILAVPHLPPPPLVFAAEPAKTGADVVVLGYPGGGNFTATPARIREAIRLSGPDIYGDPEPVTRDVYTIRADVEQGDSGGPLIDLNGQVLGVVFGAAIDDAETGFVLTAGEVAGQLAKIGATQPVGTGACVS
PrPC TRFRET: reduces human prion protein on the cell surface. P04156. cell surface PrPC, TR-FRET read-out. inhibition, % at 13.8 µM. 370,000 tested, 0.43% active. AID 720596; in the data active means inhibition above about 24%; further: 0% = median of the test wells and 100% = reference compound wells
CCHF vOTU inh: blocks the CCHF virus ovarian tumor domain protease | 370,000 tested, 0.55% active | AID 651958 | inhibition, % at 11.5 µM | CCHFV vOTU protease, Pep-AMC fluorescence; in the data active means inhibition above about 30%; further: 0% = vehicle wells with enzyme and 100% = no enzyme wells
Y pestis TopoI: blocks Yersinia pestis topoisomerase I activity. Y. pestis Topo-I cleavage product accumulation, plate reader. activity, % at 10 µM. 360,000 tested, 0.064% active. AID 504884; in the data active means activity above about 50%, passing the limit was not always enough; inconclusive means no clear call, values can overlap the other calls; further: inactives centre near 2
MazEF act: MazEF (E. coli) toxin RNase activation | FAM/BHQ RNA-DNA oligo cleavage fluorescence, 5 h | activation, % at 20 µM | 350,000 tested, 0.32% active; in the data active means activation above about 50%
Target sequence (P0AE70 whole entry, looked up): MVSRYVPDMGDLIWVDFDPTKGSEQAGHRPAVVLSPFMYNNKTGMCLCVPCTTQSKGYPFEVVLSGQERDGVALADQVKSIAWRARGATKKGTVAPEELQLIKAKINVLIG
TcdB inh: TcdB glycohydrolase inhibition | inhibition, % at 9.99 µM | TcdB glycohydrolase enzymatic assay, plate reader | 350,000 tested, 0.24% active; in the data active means inhibition above about 10%
SARS 3CLpro inh: SARS-CoV 3CLpro protease inhibition; recombinant SARS-CoV 3CLpro, quenched FRET peptide cleavage; inhibition, % at 6 µM; 290,000 tested, 0.14% active; in the data active means inhibition above about 12%
SSB-PriA inh: inhibitors of Klebsiella pneumoniae PriA binding to SSB C-terminal tail; AlphaScreen SSBct-PriA binding, biotinylated peptide; inhibition, % at 33 µM; 430,000 tested, 0.6% active; in the data active means inhibition mostly above about 37%, no sharp cut-off; inactive means mostly below about 20%;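 further: plate controls were negative control peptide for no effect and reference peptide for full effect; strong numbers were not always called active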
Numbers without * were called inactive; i = inactive; ? = inconclusive; nt = not tested or not shown; & = joins results of further samples.

SMILES	VHR inh abs	Vc quorum ag	Rv3671c inh	PrPC TRFRET	CCHF vOTU inh	Y pestis TopoI	MazEF act	TcdB inh	SARS 3CLpro inh	SSB-PriA inh
COc1ccc(C(=O)Nc2ccccc2C(=O)NC(C)C)cc1OC	-1	i	6	5	20	-1	9	nt	5	-8
O=c1[nH]c(C2CCN(S(=O)(=O)/C=C/c3ccccc3)CC2)nc2c1nnn2Cc1ccccc1	3	-0.6	-7	3	-7	30	-1	0.0	2	-16
O=c1ccc2c(-c3ccccc3S(=O)(=O)O)c3ccc(O)c(O)c3oc-2c1O	nt	0.3	-29	-32	18	-8	25	-17	nt	4
O=C(NCCc1ccccc1)C1CCC(CNS(=O)(=O)c2ccc(F)cc2)CC1 (stereo unspecified)	2	-0.3	-1	0	5	6	11	0.1	-3	-6
CCOc1ccc(N=C2Sc3nc4ccc(C)cc4cc3CN2CCOC)cc1	4	i	4	-4	10	17	0	1.4	-3	14
Cc1sc2nc(SCC(=O)Nc3ccc(S(N)(=O)=O)cc3)[nH]c(=O)c2c1C	21	nt	-22	5	22	2	1	-0.6	-1	-7
O=C(CSCc1ccc(Cl)cc1)NN=C1CCCC1	-2	-0.3	5	3	6	9	-1	-0.7	-3	-5
O=C(NCC(c1ccco1)N1CCCCC1)c1ccc(S(=O)(=O)Nc2ccccc2)cc1 (stereo unspecified)	nt	i	-1	-6	8	2	-1	0.9	nt	-3
CC1(C)CC(=O)C(C=NCCC2=CCCCC2)=C(O)C1	-5	-0.4	0	0	-5	-3	0	nt	2	-6
CN(C(=O)COC(=O)c1ccccc1NC(=O)c1ccco1)C1CCS(=O)(=O)C1 (stereo unspecified)	11	-0.4	-2	0	-8	2	-11	0.1	2	-1
CCOc1ccc(CNCc2ccc(C(=O)O)cc2)cc1OC	11	1.9	8	7	-8	2	7	0.5	2	-8
O=C(O)CCC(=O)Nc1ccc(S(=O)(=O)N2CCCC2)cc1	-9	-0.5	4	1	-7	-5	5	nt	-4	-20
COc1ccc(-c2noc(CCC(=O)NC3CCCCCC3)n2)cc1OC	nt	0.0	nt	9	10	2	1	0.5	nt	nt
COc1ccc(N(CC(=O)N/N=C/c2cccnc2)S(=O)(=O)c2ccccc2)c(OC)c1	53*	i	-8	-1	-3	18	5	-0.3	-2	nt
CCOC(=O)C1=C(C)N(CC)C(=S)NC1c1ccccc1OC(F)F (stereo unspecified)	9	-0.4	-4	7	-8	-2	-11	0.6	0	-2
c1coc(CN2CNc3nc4ccccc4n3C2)c1	13	-0.4	4	7	-13	4	-14	1.0	-2	4
CCCOC(=O)c1ccc(NC(=O)C2C3CCC(C3)C2C(=O)O)cc1 (stereo unspecified)	-1	-0.3	-13	7	-12	1	1	nt	-2	-1
CCOC(=O)C1CCCN(CC(=O)c2ccc(F)cc2)C1 (stereo unspecified)	nt	i	1	3	-15	0	-7	0.7	0	9
CC1(C(=O)NS(=O)(=O)c2ccccc2)CCN1C(=O)Cc1cccs1 (stereo unspecified)	nt	-9.1	nt	-1	0	-7	nt	0.9	nt	nt
CSc1nc2ccc3nc(NC(=O)c4ccc(Cl)s4)sc3c2s1	53*	-0.2	-2	nt	nt	6	0	nt	-3	0&-12
Cc1ccc(NC(=O)C2COc3ccccc3O2)cc1S(=O)(=O)N1CCCCC1 (stereo unspecified)	nt	-0.9	-25	7	12	11	-1	0.9	nt	-17
Cc1cc(C(=O)NC2CCCC2)c2ccccc2n1	24	-0.3	6	-3	-2	8	6	-0.2	2	3
CC(=O)N1c2ccc(S(=O)(=O)NCC3CCC(C(=O)NCc4ccco4)CC3)cc2CC1C (stereo unspecified)	-17	i	0	-1	-15	1	7	-2.2	-3	-5
COc1cc2oc3ccccc3c(=O)c2cc1OC	16	-0.8	7	nt	nt	8	11	nt	-1	0
CCOc1ccc(Nc2oc(Cc3ccccc3)nc2C#N)cc1	6	i	-4	3	2	34	-7	nt	6	37
CCOC(=O)c1ccc(NC(=O)CC2S/C(=N/N=C3/NC(=O)CS3)NC2=O)cc1 (stereo unspecified)	37	-1.6	2	-1	4	3	4	-0.1	-1	nt
COc1ccc(S(=O)(=O)N2CCCC(C(=O)NCCCn3ccnc3)C2)cc1OC (stereo unspecified)	12	-0.5	-3	-2	5	-1	-22	1.8	-5	-4
Cc1ccccc1CNC(=O)C1CCCN(c2cnccn2)C1 (stereo unspecified)	4	i	8	-3	1	-4	5	-0.1	-3	-12
O=C1CSC(c2ccccc2)N1Cc1ccccc1 (stereo unspecified)	-18	-0.2	-2	4	-11	2	nt	0.5	3	nt
Cn1cc(C(=O)NCC(=O)Nc2ccccc2Br)cn1	nt	-2.6	8	-2	0	-2	1	-1.5	nt	3
N#CC(=C1C=C(Br)C(=NO)C=C1Cl)c1cccc2ccccc12	nt	-5.9	nt	8	7	-35	-11	1.1	nt	nt
Cc1ccc(Sc2ncccc2C(=O)O)cc1C	6	-0.4	10	7	-8	-3	9	-0.5	-2	-13
COc1cccc(NC(=S)N(CCc2c(C)[nH]c3ccc(C)cc23)Cc2cccs2)c1	4	-0.3	-5	-4	12	-3	-2	-0.4	-1	0
CCOC(=O)Cn1nc2sc3ccccc3n2c(=O)c1=O	-11	-0.3	6	6	-11	-4	-19	1.1	0	-15
CC(C)C(=O)Nc1ccc(-c2nnc(-c3ccccc3)o2)cc1	-22	-0.1	nt	4	-3	-4	0	-0.3	-2	-13
CCN1C(=O)C(=Cc2c(C)n(CC(=O)NCC3CCCO3)c3ccccc23)C(=O)N(CC)C1=S (stereo unspecified)	6	i	-29	-3	2	7	-42	-0.1	0	4
Cc1ccc(-c2n[nH]c(=S)n2/N=C/C=C/c2ccccc2[N+](=O)[O-])cc1	22	i	-15	-3	1	1	-11	nt	10	nt
Cc1csc(CN(C)C(=O)CC2C(=O)NCCN2Cc2ccc(F)c(F)c2)n1 (stereo unspecified)	-46	3.6	-2	7	1	-3	-12	0.3	-4	-6
COc1ccc(NC(=O)CN2CCN(CC(=O)Nc3ccccc3F)CC2)c(OC)c1	21	0.4	1	-3	-5	3	-2	nt	1	-9
Brc1ccc(C=Nc2ccc3c(c2)OCCOCCOCCO3)s1	-11	3.1	0	-8	13	0	4	0.7	-7	4
COc1ccccc1Cn1c(C)c(C(=O)NCc2ccco2)sc1=O	nt	-0.5	nt	-8	0	4	nt	0.8	nt	nt
C=CCNC(=O)CCCCC(=O)NCC=C	3	-0.4	-2	-6	-2	2	1	nt	-2	-1
CC(C)(C)N1CC(C(=O)Nc2ccc(S(N)(=O)=O)cc2)CC1=O (stereo unspecified)	6	-0.3	-3	9	-2	3	8	1.3	3	-16
COC(=O)c1c(NC(=O)c2ccn(C)n2)sc2c1CCC2	2	-0.1	-4	1	4	3	18	1.2	-4	-44
C/C(=N\NC(=O)C(=O)Nc1cc(C)ccc1C)c1ccncc1	37	-0.5	-3	9	-14	3	-9	0.0	-1	nt
CCN(CC)CCN(CC)Cc1ccccc1Br	-4	-0.6	-2	3	-5	0	6	5.1	1	-5
O=C(CSc1ncn(-c2ccccc2)n1)Nc1ccc2c(c1)OCCO2	41	-0.2	-9	2	1	0	7	nt	-3	-13
COC(=O)C1=C(C)N(CCc2c[nH]c3ccc(OC)cc23)C(=O)C1	4	-1.6	-4	5	16	-2	4	-1.2	2	-9
CCOc1ccc2nc(N(CCCN(C)C)C(=O)c3ccc4c(c3)CCCC4)sc2c1	22	i	-6	-12	3	?	7	1.9	-1	18&24
COc1ccc(OC)c2sc(N(CCN(C)C)C(=O)/C=C/c3cccs3)nc12	1	-0.7	2	-5	-2	4	1	2.5	1	7&16
O=C1CCC([N+](=O)[O-])C(c2cccc(Br)c2)N1 (stereo unspecified)	3	-0.3	4	-4	1	1	1	nt	4	-15
NC(=O)C1(N2CCCCC2)CCN(C(=S)Nc2cccc(Cl)c2)CC1	-4	-1.5	1	6	0	4	-1	-4.8	-6	-12
O=C(NCC1CC1)Nc1cccc(Cl)c1	38	i	-6	-8	-5	4	4	1.5	-2	-17
CCC1NC(=O)c2cc(S(N)(=O)=O)c(Cl)cc2N1 (stereo unspecified)	nt	i	-3	3	-11	0	-18	0.8	nt	-7
Cc1ccccc1CS(=O)(=O)c1ccc(C(=O)N2CCOCC2)cc1[N+](=O)[O-]	-31	-0.3	5	-7	-1	-11	8	0.4	-4	-7

Among those listed so far, 15 have a halogen.
SMILES	VHR inh abs	Vc quorum ag	Rv3671c inh	PrPC TRFRET	CCHF vOTU inh	Y pestis TopoI	MazEF act	TcdB inh	SARS 3CLpro inh	SSB-PriA inh
O=C(NCCc1ccccc1)C1CCC(CNS(=O)(=O)c2ccc(F)cc2)CC1 (stereo unspecified)	2	-0.3	-1	0	5	6	11	0.1	-3	-6
O=C(CSCc1ccc(Cl)cc1)NN=C1CCCC1	-2	-0.3	5	3	6	9	-1	-0.7	-3	-5
CCOC(=O)C1=C(C)N(CC)C(=S)NC1c1ccccc1OC(F)F (stereo unspecified)	9	-0.4	-4	7	-8	-2	-11	0.6	0	-2
CCOC(=O)C1CCCN(CC(=O)c2ccc(F)cc2)C1 (stereo unspecified)	nt	i	1	3	-15	0	-7	0.7	0	9
CSc1nc2ccc3nc(NC(=O)c4ccc(Cl)s4)sc3c2s1	53*	-0.2	-2	nt	nt	6	0	nt	-3	0&-12
Cn1cc(C(=O)NCC(=O)Nc2ccccc2Br)cn1	nt	-2.6	8	-2	0	-2	1	-1.5	nt	3
N#CC(=C1C=C(Br)C(=NO)C=C1Cl)c1cccc2ccccc12	nt	-5.9	nt	8	7	-35	-11	1.1	nt	nt
Cc1csc(CN(C)C(=O)CC2C(=O)NCCN2Cc2ccc(F)c(F)c2)n1 (stereo unspecified)	-46	3.6	-2	7	1	-3	-12	0.3	-4	-6
COc1ccc(NC(=O)CN2CCN(CC(=O)Nc3ccccc3F)CC2)c(OC)c1	21	0.4	1	-3	-5	3	-2	nt	1	-9
Brc1ccc(C=Nc2ccc3c(c2)OCCOCCOCCO3)s1	-11	3.1	0	-8	13	0	4	0.7	-7	4
CCN(CC)CCN(CC)Cc1ccccc1Br	-4	-0.6	-2	3	-5	0	6	5.1	1	-5
O=C1CCC([N+](=O)[O-])C(c2cccc(Br)c2)N1 (stereo unspecified)	3	-0.3	4	-4	1	1	1	nt	4	-15
NC(=O)C1(N2CCCCC2)CCN(C(=S)Nc2cccc(Cl)c2)CC1	-4	-1.5	1	6	0	4	-1	-4.8	-6	-12
O=C(NCC1CC1)Nc1cccc(Cl)c1	38	i	-6	-8	-5	4	4	1.5	-2	-17
CCC1NC(=O)c2cc(S(N)(=O)=O)c(Cl)cc2N1 (stereo unspecified)	nt	i	-3	3	-11	0	-18	0.8	nt	-7

2 successive records from above, for reference:
SMILES	VHR inh abs	Vc quorum ag	Rv3671c inh	PrPC TRFRET	CCHF vOTU inh	Y pestis TopoI	MazEF act	TcdB inh	SARS 3CLpro inh	SSB-PriA inh
CCOc1ccc2nc(N(CCCN(C)C)C(=O)c3ccc4c(c3)CCCC4)sc2c1	22	i	-6	-12	3	?	7	1.9	-1	18&24
COc1ccc(OC)c2sc(N(CCN(C)C)C(=O)/C=C/c3cccs3)nc12	1	-0.7	2	-5	-2	4	1	2.5	1	7&16

Assay outcomes deposited in PubChem by several laboratories.

A portion of the library; the hit share may differ from the screen's.
